LAP4 TOR yeast – modulators of LAP4-GFP expression in yeast, primary screen, S. cerevisiae, multiplex flow cytometry, MLPCN library; 3 h; median GFP as percent of DMSO wells; GFP response vs DMSO, % at 10 µM; 0.34% of 320,000 active;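 active = GFP response vs DMSO above a set limit, about the screen mean plus 3 SD, cut at about 150% in these data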
VLA-4 inh – inhibition in human VLA-4 binding assay, primary screen, VLA-4 allosteric modulator project, MLPCN library, flow cytometry, VLA-4 expressing cells; ligand binding flow cytometry; AID 2557, 2010; 0.2% of 330,000 active; inhibition, % (about 7 µM as worked out from the volumes in the protocol); in the data active = inhibition above about 50%
CR mimetic SO – reduction of superoxide in aged yeast, primary screen, HTS | S. cerevisiae aged cells, superoxide DHE fluorescence; stronger effect = lower value | superoxide response (% of plate mean), % at 10 µM | 0.18% of 330,000 active | AID 2690, 2010;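 active = superoxide response under a set limit, about three screen SD below normal, cut at about 65% in these data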;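 also: yeast aged for seven days with compound at 30 °C before DHE staining; 100% = average MFI of all compound-treated wells on the plate with controls excluded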
MEP2 TOR yeast – modulators of MEP2-GFP levels in yeast, primary screen, S. cerevisiae, multiplex flow cytometry, MLPCN library; S. cerevisiae MEP2-GFP strain, 3 h; 100% = DMSO control level; GFP response vs DMSO, % at 10 µM; 0.51% of 330,000 active;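 active = GFP response versus DMSO above a set limit, roughly screen mean plus 3 SD, cut at about 180% in these data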;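 also: median GFP fluorescence of the barcode-gated MEP2-GFP cells per well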
RPL19A TOR yeast – RPL19A-GFP expression modulators in yeast, primary screen, cell-based, S. cerevisiae, multiplex flow cytometry, MLPCN | S. cerevisiae RPL19A-GFP strain, 3 h; stronger effect = lower value | 0.3% of 330,000 active | percent response vs DMSO, % at 10 µM;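 active = percent response vs DMSO below 50%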;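 also: median channel GFP fluorescence of the barcoded RPL19A-GFP strain; ratio of sample median GFP to plate DMSO average so 100% = DMSO; lower means less RPL19A-GFP as with rapamycin TOR inhibition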
AGP1-GFP MLPCN – modulators of AGP1-GFP expression in yeast TOR pathway, primary screen, cell-based, multiplex flow cytometry, S. cerevisiae, MLPCN library | 3 h; GFP as percent of DMSO wells | GFP response vs DMSO, % at 10 µM | 0.02% of 320,000 active | AID 2066, 2009;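 active = GFP response relative to DMSO above a set limit, near screen average plus 3 SD, cut at about 150% in these data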;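 also: median GFP channel fluorescence of the gated AGP1 strain per well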
CIT2-GFP yeast – modulators of CIT2-GFP expression in yeast, primary screen, S. cerevisiae, GFP fusion, multiplex flow cytometry, MLPCN library | S. cerevisiae CIT2-GFP strain, 3 h; 100 means same as DMSO wells | GFP response vs DMSO, % at 10 µM | 0.065% of 320,000 active;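 active = GFP response relative to DMSO above a set limit, near the screen mean plus 3 SD, cut at about 150% in these data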;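 also: ratio of well median GFP fluorescence to mean of DMSO wells on the plate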
GRK2 inh – compounds blocking aptamer binding on GRK2 – biochemical, human GRK2, bead flow cytometry, HTS, primary screen | AID 488847, 2010 | FAM-aptamer displacement from GRK2 | Beta-adrenergic receptor kinase 1 (Homo sapiens), P25098 | 0.59% of 330,000 active | inhibition of aptamer binding, % at 10 µM;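 active = inhibition of aptamer binding above 40%, roughly 3 SD of noise, on plates passing a quality check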;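 also: median bead fluorescence of bound FAM aptamer so fluorescent compounds give negative values; no value below 0 was filed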
Target sequence (P25098 whole entry, looked up): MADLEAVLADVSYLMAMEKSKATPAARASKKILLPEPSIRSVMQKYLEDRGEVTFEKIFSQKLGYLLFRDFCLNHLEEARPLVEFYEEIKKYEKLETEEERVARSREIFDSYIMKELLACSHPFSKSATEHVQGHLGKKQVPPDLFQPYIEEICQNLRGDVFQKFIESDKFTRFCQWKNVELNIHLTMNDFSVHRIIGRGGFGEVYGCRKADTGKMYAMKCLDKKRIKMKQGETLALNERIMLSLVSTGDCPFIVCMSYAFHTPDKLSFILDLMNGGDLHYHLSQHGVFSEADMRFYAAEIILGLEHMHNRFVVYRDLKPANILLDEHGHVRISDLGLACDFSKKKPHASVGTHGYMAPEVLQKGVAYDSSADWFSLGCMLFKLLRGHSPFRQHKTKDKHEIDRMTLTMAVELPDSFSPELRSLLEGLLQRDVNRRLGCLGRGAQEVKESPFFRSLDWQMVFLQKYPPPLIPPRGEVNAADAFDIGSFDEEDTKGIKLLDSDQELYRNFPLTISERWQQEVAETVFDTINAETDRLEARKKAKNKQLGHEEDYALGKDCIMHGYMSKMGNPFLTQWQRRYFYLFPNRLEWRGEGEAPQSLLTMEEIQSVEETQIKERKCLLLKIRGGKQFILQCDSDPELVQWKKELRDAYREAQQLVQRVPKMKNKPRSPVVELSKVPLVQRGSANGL
Starred values were filed as active, the others as inactive; · = not tested or not shown; [ ] = dose if it differs, or a comment.

molecule	LAP4 TOR yeast	VLA-4 inh	CR mimetic SO	MEP2 TOR yeast	RPL19A TOR yeast	AGP1-GFP MLPCN	CIT2-GFP yeast	GRK2 inh
CCN(CC)CCCn1c2c(c(SCC(=O)Nc3ccccc3Cl)nc1=O)CCC2	104	9	100	94	97	100	96	0
Cc1cc(NC(=O)CSc2nc(C(C)C)nc3sc4c(c23)CCC(C)C4)no1 (stereo unspecified)	100	14	105	101	99	·	95	1
Cc1cc(NC(=O)Cn2nnc3sc4c(c3c2=O)CCC(C(C)(C)C)C4)no1 (stereo unspecified)	104	-3	108	105	101	101	105	4
Cc1ccc(NC(=O)CSc2nncn2N)cc1C	96	3	108	109	108	105	108	2
CCc1nc(C)cn1S(=O)(=O)c1cc([N+](=O)[O-])ccc1Cl	114	14	104	107	90	98	90	0
CCOc1ccc(NC2c3ccccc3C(=O)N2Cc2ccc3c(c2)OCO3)cc1 (stereo unspecified)	111	-28	71	100	96	102	93	4
O=C(O)CCNC(=O)c1ccc(NC(=O)C(c2ccccc2)c2ccccc2)cc1	101	-6	97	104	100	97	93	0
CCN(CC)CCNC(=O)c1c(C)n(-c2ccccc2)c2cc(Br)c(OC)cc12	99	15	101	102	100	98	96	0
Cc1ccc(-n2c(=O)[nH]c3c(C(N)=O)nc(CC(C)C)nc32)cc1	89	14	116	91	90	77	89	1
Cc1csc(=Nc2ccccc2)n1CCO	92	-3	89	98	97	95	95	3
Cc1cc(C)n2cc(CSc3nc4ccccc4s3)nc2n1	94	2	119	107	96	98	102	0
COc1ccccc1-c1nnc(SC(C(=O)c2c[nH]c3ccccc23)c2ccccc2)n1C (stereo unspecified)	89	-4	119	100	100	97	100	1
COc1ccccc1N1C(=O)CC(N2CCN(c3ccc(Cl)cc3)CC2)C1=O (stereo unspecified)	104	7	95	112	109	108	110	2
CCOc1ccc(/C=C/C(=O)c2ccccc2)cc1OC	112	-7	88	126	106	90	96	1
CC(=O)Nc1ccc(-n2cnnn2)cc1	101	0	112	106	101	101	98	0
Cc1ccc(S(=O)(=O)NC(=O)NCCCCNC(=O)NS(=O)(=O)c2ccc(C)cc2)cc1	88	4	86	100	96	93	100	3
O=C(NCCOc1ccccc1Cl)C(=O)c1c[nH]c2ccccc12	129	13	114	91	92	90	69	0
Cc1c(CCC(=O)O)c(=O)oc2cc3occ(-c4ccc(Cl)cc4)c3cc12	128	9	118	123	115	110	106	3
CCOc1cc(C=O)ccc1OCCCN1C(=O)NC(C)(C)C1=O	85	4	97	102	100	96	101	0
COc1ccc(Cc2nc3ccccc3n2CC(=O)N/N=C/c2ccc(C)cc2O)cc1OC	105	-1	117	115	105	121	109	0
COc1ccc(N2CCN(C(=O)c3ccc(NS(=O)(=O)c4cccc(F)c4)cc3)CC2)cc1	103	-13	84	102	100	109	109	1
CCCC(=O)Nc1nnc(SCC(=O)Nc2ccc3c(c2)OCCO3)s1	105	-5	112	103	99	117	109	1
Cc1ccc(N(C(=O)Nc2ccccc2)C2=NCCC2)cc1	121	-5	96	107	101	107	96	1
O=C(CCCC(=O)c1ccccc1)NCc1ccccc1	98	-6	97	100	101	100	99	3

Nothing new here: three of the compounds above.
molecule	LAP4 TOR yeast	VLA-4 inh	CR mimetic SO	MEP2 TOR yeast	RPL19A TOR yeast	AGP1-GFP MLPCN	CIT2-GFP yeast	GRK2 inh
CCN(CC)CCCn1c2c(c(SCC(=O)Nc3ccccc3Cl)nc1=O)CCC2	104	9	100	94	97	100	96	0
Cc1cc(NC(=O)CSc2nc(C(C)C)nc3sc4c(c23)CCC(C)C4)no1 (stereo unspecified)	100	14	105	101	99	·	95	1
Cc1cc(NC(=O)Cn2nnc3sc4c(c3c2=O)CCC(C(C)(C)C)C4)no1 (stereo unspecified)	104	-3	108	105	101	101	105	4

Next section:
molecule	LAP4 TOR yeast	VLA-4 inh	CR mimetic SO	MEP2 TOR yeast	RPL19A TOR yeast	AGP1-GFP MLPCN	CIT2-GFP yeast	GRK2 inh
Cn1c2ccccc2c2c(C(=O)N3CCN(c4ccc(F)cc4)CC3)cn(C3CCCC3)c(=O)c21	109	1	109	116	110	112	104	0
CN1CCC(NC(=S)NC2CC2)CC1	99	-9	108	103	100	105	100	3
CCN(c1ccccc1)S(=O)(=O)c1cc2c3c(c1)CCN3C(=O)CC2	94	10	108	113	106	103	99	0
Cc1[nH][nH]c(=O)c1C(c1ccc(-c2cccc(Cl)c2)o1)c1c(C)[nH][nH]c1=O	114	-9	105	90	93	98	76	2
C=CCSc1nnc2nc3[nH]c4c(C)cccc4c3nn12	101	11	139	102	97	95	108	0
O=C(Nc1ccc2c(c1)OCO2)c1cccc(S(=O)(=O)N2CCCC2)c1	95	-2	86	94	97	93	99	0
Cc1cc(C)cc(N(C(=O)Cc2cccs2)C(C(=O)NC2CCCC2)c2ccc(C)o2)c1 (stereo unspecified)	95	9	132	99	99	94	102	0
Cc1cc(C(=O)OCC(=O)NCCN2C(=O)CSC2=O)ccc1[N+](=O)[O-]	94	-21	106	92	94	98	105	0
CCCCCC(=O)Nc1cc(S(=O)(=O)N2CCCCC2)ccc1N1CCOCC1	105[may fluoresce green]	1	98	105[may fluoresce green]	104[may fluoresce green]	103[may fluoresce green]	105[may fluoresce green]	1
O=C(O)c1ccc(OCC(O)Cn2c3ccccc3c3ccccc32)cc1 (stereo unspecified)	88	0	114	95	96	91	103	10
CC(C(=O)NC1C=CS(=O)(=O)C1)N1C(=O)/C(=C/c2cccc(Cl)c2)SC1=S (stereo unspecified)	103	10	93	96	96	98	97	4
COc1ccc(C(=O)NCc2ccccc2OC)c(OC)c1	107	-25	93	97	94	90	·	0
CC1Sc2ccc(S(=O)(=O)CCC(=O)NCc3ccc(Cl)cc3)cc2NC1=O (stereo unspecified)	98	6	89	98	100	100	99	48*
CCOc1ccc(-c2c(C(=O)N/N=C(\C)c3cccs3)nnn2-c2nonc2N)cc1	104	-15	99	99	102	107	107	2
COc1ccc(/C=N/NC(=O)CCCCCNC(=O)c2ccccc2)cc1	99	6	94	101	97	97	90	1
CC(C)(C)c1cc(CCC(=O)N2CCCC2)cc(C(C)(C)C)c1O	105	4	98	103	104	108	104	0
COc1ccc(S(=O)(=O)N(C)C)cc1NC(=O)c1ccc(OCC(=O)N2CCOCC2)c(OC)c1	106	1	97	107	101	113	95	1
Cc1ccc(Cn2cc(-c3ccccc3)nn2)cc1	96	16	94	87	93	91	85	3
COc1cc(CN2CCNC(=O)C2CC(=O)NCCC2=CCCCC2)cc(OC)c1 (stereo unspecified)	103	-2	92	101	97	104	107	0
NS(=O)(=O)c1ccc(CCNC(=O)c2cccc3ccccc23)cc1	102	-2	89	104	100	102	99	0
C=CCC1(C(=O)NCCO)CCN(C(=O)OC(C)(C)C)CC1	101	14	111	91	93	79	69	0
CCOc1ccccc1C(=O)N(C)CC(=O)Nc1ccc(OC)cc1	95	7	102	104	106	98	100	1
CS(=O)(=O)N1CCN(c2ccccc2NC(=O)c2ccco2)CC1	96	1	88	102	99	104	104	1
O=C(OC1CCCCC1)c1cc2ccccc2oc1=O	95	-4	126	102	102	100	103	2
CN(C(=O)c1ccc(-c2ccccc2)cc1)C1CCCCC1	105	11	103	94	96	98	88	0
O=C(NC(=S)N1CCOCC1)c1cc2ccccc2o1	119	12	90	98	94	92	109	1
CCOC(=O)/C(=N\Nc1ccccc1Cl)N1CCN(c2ccccc2OC)CC1	94	-8	92	103	102	107	106	0
COC(=O)Cc1c(C)c2ccc(OC(C)C)cc2oc1=O	105	-19	100	94	96	97	90	0
N#Cc1ccccc1CSc1nc(N)cc(N)n1	100	0	106	108	104	102	99	0
CCOC(=O)C1=C(C)N(CC(C)C)C(=O)/C1=C\c1cccs1	97	-9	103	92	93	100	98	4
CCCC[C@H]1C2=C3[C@@H](CC(C(=O)OC)=C[C@@H](C(=O)OC)[C@H]3C(C)(C)C2=O)n2c(=O)n(-c3ccccc3)c(=O)n21	108	-8	104	92	104	90	93	4
CCCNC(=O)c1ccc(Cl)c(Cl)c1	112	-8	88	101	97	104	102	1
O=C(CNc1ccc2c(c1)OCO2)N/N=C\c1cn(Cc2ccccc2)c2ccccc12	95	9	107	106	98	100	102	0
CCOC(=O)c1c(NC(=O)CSc2nnc3ccccn23)sc2c1CCC2	86	9	105	103	111	98	113	0
Cc1ccccc1-n1nc2c(c1NC(=O)C(C)C)CS(=O)(=O)C2	104	-7	84	92	95	102	103	0
Cc1cc(COc2ccccc2OCc2cc(C)no2)on1	101	7	96	104	100	101	98	3

With a hit mark in GRK2 inh, among the entries above:
molecule	LAP4 TOR yeast	VLA-4 inh	MEP2 TOR yeast	RPL19A TOR yeast	AGP1-GFP MLPCN	CIT2-GFP yeast	GRK2 inh
CC1Sc2ccc(S(=O)(=O)CCC(=O)NCc3ccc(Cl)cc3)cc2NC1=O (stereo unspecified)	98	6	98	100	100	99	48*

Other structures
molecule	LAP4 TOR yeast	VLA-4 inh	CR mimetic SO	MEP2 TOR yeast	RPL19A TOR yeast	AGP1-GFP MLPCN	CIT2-GFP yeast	GRK2 inh
CCc1nnc(NC(=O)CCC(=O)N2CCN(CCOc3ccc(C)cc3)CC2)s1	101	5	100	103	101	100	97	3
O=C(c1ccc(S(=O)(=O)Nc2ccc(F)cc2)cc1)N1CCN(c2ccccn2)CC1	89	0	96	93	94	96	97	3
COc1ccc(-c2noc(N3CCC(C(=O)NCCCN4CC(C)CC(C)C4)CC3)n2)cc1 (stereo unspecified)	105	0	86	99	93	95	96	0
Cc1ccc(CCNC(=O)C2CCN(C(=O)c3sccc3-n3cccc3)CC2)cc1	112	-10	103	111	108	108	120	7
Cn1nc(C(C)(C)C)c([N+](=O)[O-])c1C(=O)Nc1ccc(Br)cc1	108	-2	113	111	107	113	118	1
CCOCCCNC(=O)N1CCOCC1	107	-3	94	102	101	102	104	0
O=C(CCc1ccccc1)c1c(O)cc(O)cc1O	101	9	99	110	95	91	91	1

Some of these compounds in order of the GRK2 inh value, ascending.
SMILES | LAP4 TOR yeast | VLA-4 inh | MEP2 TOR yeast | RPL19A TOR yeast | AGP1-GFP MLPCN | CIT2-GFP yeast | GRK2 inh
CC(=O)Nc1ccc(-n2cnnn2)cc1 | 101 | 0 | 106 | 101 | 101 | 98 | 0
Cc1cc(NC(=O)CSc2nc(C(C)C)nc3sc4c(c23)CCC(C)C4)no1 (stereo unspecified) | 100 | 14 | 101 | 99 | · | 95 | 1
COc1ccccc1N1C(=O)CC(N2CCN(c3ccc(Cl)cc3)CC2)C1=O (stereo unspecified) | 104 | 7 | 112 | 109 | 108 | 110 | 2
Cc1csc(=Nc2ccccc2)n1CCO | 92 | -3 | 98 | 97 | 95 | 95 | 3

Bioassay records deposited in PubChem by NMMLSC.
